KAT2A inh: GCN5L2 (KAT2A) acetyltransferase inhibition. Q92830. GCN5L2 HAT assay, ThioGlo1 CoA-SH fluorescence. Potency, µM (titrated, usually from 58.9 µM), without a hit: at the highest dose activity change, negative = inhibition, usual class: inhibitors. 390,000 tested, 0.21% active. AID 504327
Target sequence (Q92830 whole entry, looked up): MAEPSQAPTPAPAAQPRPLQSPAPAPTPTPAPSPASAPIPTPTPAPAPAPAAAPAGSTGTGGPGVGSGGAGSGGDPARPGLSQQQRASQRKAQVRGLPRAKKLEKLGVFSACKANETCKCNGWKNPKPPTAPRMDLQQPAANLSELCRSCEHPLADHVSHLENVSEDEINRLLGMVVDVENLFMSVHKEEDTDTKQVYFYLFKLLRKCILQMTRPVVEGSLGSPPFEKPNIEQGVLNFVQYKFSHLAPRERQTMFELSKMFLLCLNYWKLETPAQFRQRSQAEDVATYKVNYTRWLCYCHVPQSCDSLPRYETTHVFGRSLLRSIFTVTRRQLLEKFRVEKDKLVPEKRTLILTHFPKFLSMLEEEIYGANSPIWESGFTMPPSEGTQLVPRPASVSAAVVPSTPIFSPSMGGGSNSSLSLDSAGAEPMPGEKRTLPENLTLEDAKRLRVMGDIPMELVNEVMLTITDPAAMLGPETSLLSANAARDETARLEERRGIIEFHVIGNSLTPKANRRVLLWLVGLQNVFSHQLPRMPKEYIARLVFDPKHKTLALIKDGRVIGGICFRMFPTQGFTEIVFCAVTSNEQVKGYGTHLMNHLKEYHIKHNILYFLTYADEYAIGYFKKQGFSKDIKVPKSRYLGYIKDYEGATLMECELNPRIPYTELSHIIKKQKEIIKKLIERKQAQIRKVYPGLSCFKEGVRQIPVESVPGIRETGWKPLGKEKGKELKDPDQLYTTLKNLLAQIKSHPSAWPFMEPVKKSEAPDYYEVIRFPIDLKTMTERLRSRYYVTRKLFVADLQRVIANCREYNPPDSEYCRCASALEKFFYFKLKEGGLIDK
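Preincubate 20nM GCN5L2 with compound 15 min, RT → add 50uM ThioGlo1 + 75uM H3(1-25) + 70uM acetyl-CoA → read fluorescence 0 and 20 min. Primary qHTS; fluorescent artifacts likely.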
DT40 TDP1 no CPT: qHTS for Inhibitors of human tyrosyl-DNA phosphodiesterase 1 (TDP1): qHTS in cells in absence of CPT; DT40 Tdp1-/- hTDP1 cells, no CPT, ATP luminescence, 48 h; Potency, µM (doses to about 46.2 µM), without a hit: at the top dose activity change, negative = growth inhibition, most hits filed as inhibitors; 420,000 tested, 15% active; AID 686978, 2013; further: nearly all actives have a fitted effect of over 55% in size
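Chicken DT40 Tdp1-/- cells complemented with human TDP1, screened without camptothecin (DMSO vehicle only), 400 cells/well. Compounds pin-transferred, cells incubated at 37 °C for at least 48 hr. Growth read as ATP-dependent luminescence (CellTiter-Glo, 30 min at RT).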
TDP1 cell CPT: DT40-hTDP1 cell growth loss with CPT; 420,000 tested, 12% active; Potency, µM (top dose mostly 46.2 µM), inactives show at the top dose activity change, negative = growth inhibition, hits mostly inhibitors; AID 686979; chicken DT40 Tdp1-/-;hTDP1 cells + 20 nM CPT, ATP luminescence, 48 h; further: nearly all actives have a fitted effect of over 55% in size
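Chicken DT40 Tdp1-/- cells complemented with human TDP1, 400 cells/well, exposed to compounds plus 20 nM camptothecin for at least 48 h at 37 C; viability read as ATP content by CellTiter-Glo luminescence.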
Starred values were filed as active, the others as inactive; u = inconclusive; x = no result given; & = joins results of further samples; [ ] = another dose, or the depositor's remark. The call rests on the fitted dose curve; in most records, active means well fitted curve in the direction sought with a large enough effect; inconclusive means small, poorly fitted or top-dose-only effect, or another doubt; inactive means no such curve, though single readings can be large; an effect the other way counts as inactive or inconclusive. On the % scale 0 is the no-effect control and ±100 the full control effect; potency means the concentration at half of the fitted maximal effect. An excerpt; the hit share may differ from the screen's.

SMILES	KAT2A inh	DT40 TDP1 no CPT	TDP1 cell CPT
Cc1ccc(S(=O)(=O)NCC(C)n2cncn2)cc1C (centres undefined)	-2%	4%	9%
Cc1ccc(S(=O)(=O)N2CCCCC2)cc1NC(=O)c1ccc2c(c1)OCO2	-1%	u	u
COc1ccc2[nH]cc(CCNc3ccnc(-c4ccc(C(=O)N(C)C)cc4)n3)c2c1	-13%	12µM*	12µM*
COc1ccc(CCc2nnc(CCC(=O)NCc3cnc4ccccn34)o2)cc1	u	2%	-14%
O=C(c1ccc(S(=O)(=O)NCC2CCCO2)cc1)N1CCN(c2cccc(Cl)c2)CC1 (centres undefined)	-2%	15µM*	15µM*
CN(C)S(=O)(=O)c1cccc(NC(=O)COc2cccc3ccccc23)c1	-9%	-15%	-26%
O=C1CCC(C(=O)N2CCCO2)CN1Cc1cccc(C(F)(F)F)c1 (centres undefined)	u	-2%	4%
CC(=O)NC1C2CN3CCN(C2)CC1(Cc1ccccc1)C3 (centres undefined)	-3%	6%	-5%
CC(C)=CC(=O)OCC(=O)Nc1cc(C)ccc1C	-7%	-6%	6%
CC(=O)N1C2CCCCC2S[C@H]2CCCCC21 (some centres undefined)	10%	-7%	3%
NC(=O)c1ccsc1NC(=O)COc1ccccc1	3%	-27%	u
COc1cc(-c2nc3ccccn3c2/N=C/c2cc(OC)c(O)cc2Cl)ccc1O	-27%	2%	7%
CC(=O)c1cccc(NC(=O)Cc2coc3cc4c(cc23)CCC4)c1	-2%	6.5µM*	u
O=C(O)C1CCCN1S(=O)(=O)c1cccc2nsnc12 (centres undefined)	2%	-20%	1%
O=C1c2ccccc2C(=O)N1CCCCN(C(=O)c1cc2ccccc2oc1=O)c1ccc(Cl)cc1	-2%	-3%	0%
O=C(O)c1ccccc1Nc1ccc([N+](=O)[O-])cc1	-2%	2.9µM*	-20%
O=S(c1ccc2ccccc2c1)c1cnns1 (centres undefined)	-6%	2.6µM*	1µM*
COc1ccc(OC)c(-c2csc(NC(=O)Cc3ccc(F)cc3)n2)c1	-9%	u	-1%
Nc1ncnc2c1ncn2[C@@H]1O[C@H](CNC(=O)[C@@H](N)C2CCCCC2)[C@@H](O)[C@H]1O	2%	-2%	-2%
CCCN(CCC)CCCNC(=S)Nc1ccc2nc(N3CCN(CC)CC3)cc(C)c2c1	1%	u	u
O=C(COc1ccccc1Cl)NCc1ccccc1	3%	-16%	-8%
O=C(NCc1cccs1)C1CCCN1C(=O)Nc1ccccc1 (centres undefined)	3%	-2%	-21%
O=C(O)c1ccc2c(c1)C(=O)N(CCc1ccccc1)C2=O	2%	4%	3%
Cc1ccc(NC(=O)CNc2ccccc2CN(C)C2CCCCC2)cc1	0%	u	u
COC(=O)C[C@H]1C[C@@H]2c3cc(NC(=O)CN(C)C)ccc3O[C@@H]2[C@H](CO)O1	x	u	-23%
SMILES	KAT2A inh	DT40 TDP1 no CPT	TDP1 cell CPT
Cc1cc(C)n2nc(C(=O)OCC(=O)NCc3ccccc3)nc2n1	-2%	-3%	0%
Cc1ccc(/C=N\NC(=O)C2CC(=O)N(c3ccccc3)C2)o1 (centres undefined)	2%	-19%	3%
S=C(Nc1ccc2c(c1)OCO2)Nc1ccc2c(c1)OCO2	1%	-18%	-3%
COc1ccc(C)c2sc(=NC(=O)c3cccc(N4C(=O)CCC4=O)c3)n(C)c12	1%	3%	-12%
CCn1c(CC(=O)Nc2ccccc2)nnc1SCC(=O)Nc1nncs1	0%	-17%	-4%
O=C(N=C1c2ccccc2CN1c1ccccc1)c1cccc([N+](=O)[O-])c1	-4%	12µM*	-13%
Cc1cccc(NC(=O)Cn2c(C)c(C#N)c3ccccc32)c1C	-4%	-24%	u
CC1NC(=O)c2cccnc2-n2c1nc1cc(F)c(F)cc1c2=O (centres undefined)	x	0%	4%
O=C1c2ccccc2C(=O)c2c1cccc2-n1nnc2ccccc21	0%	-3%	12%
Cc1ccc(NC(=O)Cn2c(=O)n(CCCS(=O)(=O)C3CCCCC3)c(=O)c3ccccc32)cc1F	-1%	-16%	3%
CCOc1ccc(NC(=O)CCS(=O)(=O)c2cccc3nonc23)cc1	2%	-22%	-14%
CC(=O)Oc1cccc(N2C(=O)C3C4C=CC(C4)C3C2=O)c1 (centres undefined)	2%	-1%	-17%
CCc1nc2ccc(C(=O)NCCNC(C)=O)cn2c1N(CC)CCOC	x	-2%	3%
Cc1cccc(C)c1NC(=O)CN(C)S(=O)(=O)c1ccc(-c2ccc(=O)[nH]n2)s1	-25%	-2%	u
C=CCn1c(CNS(=O)(=O)c2ccc(Br)cc2)nnc1SC	0%	11%	-1%
CCn1ncc(Br)c1C(=O)Nc1cc(C)ccc1F	-3%	u	u
Cc1nc2ccc(S(=O)(=O)NCC(=O)NCc3ccc4c(c3)OCO4)cc2s1	8%	-23%	-10%
COc1cccc(COC(=O)C(Cc2ccccc2)NC(=O)c2ccco2)c1 (centres undefined)	x	6%	0%
O=C1c2ccccc2C(=O)N1Cc1cccnc1	0%	-28%	1%
NS(=O)(=O)c1ccc(C(=O)O)cc1	0%	1%&5%	-8%&3%
COc1cc(C(=O)N2CCC(c3nc(-c4cccnc4)no3)CC2)cc(OC)c1OC	u	-20%	-7%
CO/N=C/C(NC(=O)c1ccc(C(F)(F)F)cc1)C(=O)OC (centres undefined)	-1%	2%	9%
O=C(Nc1nc(-c2cccc([N+](=O)[O-])c2)cs1)C(c1ccccc1)c1ccccc1	-26%	u	u
COc1ccc(OC)c(NC(=O)Nc2cc(NC(=O)Nc3cc(OC)ccc3OC)c(C)nc2C)c1	-8%	u	-9%
COc1ccc(C(=O)Nc2ccnn2C2CCN(Cc3cccnc3)CC2)cc1	-3%	3%	3%

Three structures out of the list, sorted by molar mass, smallest number first:
SMILES	KAT2A inh	DT40 TDP1 no CPT	TDP1 cell CPT
O=C(N=C1c2ccccc2CN1c1ccccc1)c1cccc([N+](=O)[O-])c1	-4%	12µM*	-13%
COc1ccc(OC)c(NC(=O)Nc2cc(NC(=O)Nc3cc(OC)ccc3OC)c(C)nc2C)c1	-8%	u	-9%
Cc1ccc(NC(=O)Cn2c(=O)n(CCCS(=O)(=O)C3CCCCC3)c(=O)c3ccccc32)cc1F	-1%	-16%	3%

4 entries from above in another layout:
canonical_smiles: Nc1ncnc2c1ncn2[C@@H]1O[C@H](CNC(=O)[C@@H](N)C2CCCCC2)[C@@H](O)[C@H]1O
  KAT2A inh = 2%	DT40 TDP1 no CPT = -2%	TDP1 cell CPT = -2%
canonical_smiles: O=C(O)c1ccc2c(c1)C(=O)N(CCc1ccccc1)C2=O
  KAT2A inh = 2%	DT40 TDP1 no CPT = 4%	TDP1 cell CPT = 3%
canonical_smiles: NS(=O)(=O)c1ccc(C(=O)O)cc1
  KAT2A inh = 0%	DT40 TDP1 no CPT = 1%&5%	TDP1 cell CPT = -8%&3%
canonical_smiles: O=S(c1ccc2ccccc2c1)c1cnns1 (centres undefined)
  KAT2A inh = -6%	DT40 TDP1 no CPT = 2.6µM*	TDP1 cell CPT = 1µM*

New compounds follow
SMILES	KAT2A inh	DT40 TDP1 no CPT	TDP1 cell CPT
COc1ccccc1CN(C(=O)c1ccco1)C(C(=O)NC1CCCC1)c1ccncc1 (centres undefined)	-5%	u	-22%
CC(C)CC(=O)Nc1nc2c(s1)CC(C(C)(C)C)CC2 (centres undefined)	-2%	15µM*	16µM*
Cc1ccc2nc(-c3ccc(Cl)cc3)c(CC3CCCCC3)n2c1	x	u	u
O=C(Nc1ccnn1C1CCN(Cc2ccc(CO)o2)CC1)c1ccc2c(c1)OCO2	2%	-4%	-7%
COc1cc(SC)ccc1C(=O)OC1CCOC1=O (centres undefined)	-5%	7%	-5%
Cc1noc(C)c1COc1ccc(C(=O)N2CCN(S(=O)(=O)c3cccc(F)c3)CC2)cc1	-4%	-30%	-22%
Cc1oc(-c2ccccc2Cl)nc1CS(=O)CC(=O)NC1CC1 (centres undefined)	0%	-19%	0%
COc1ccc(OCCn2ccnc2C)cc1	-5%	13%	5%
O=C(NCC1CCCO1)c1cc(C(=O)C2CC2)c[nH]1 (centres undefined)	3%	-2%	-14%
CSc1cccc(-n2nnc(-c3nsc(NC(=O)c4cccs4)n3)c2C)c1	-5%	u	u
CS(=O)(=O)N1CC2CCCN2c2ccc(C(F)(F)F)cc21 (centres undefined)	-5%	-26%	-5%
O=C(CSc1n[nH]c(-c2ccccc2)n1)c1ccc(O)c(O)c1	-7%	u	u
O=C(CCCc1nc(-c2ccc(Cl)cc2)no1)NC1CCCC1	-3%	8.2µM*	8.2µM*
COCCCN(C(=S)NC(=O)C12CC3CC(CC(C3)C1)C2)c1c(N)n(Cc2ccccc2)c(=O)[nH]c1=O	1%	u	-4%
CCOC(=O)C1(CCOc2ccccc2)CCN(Cc2cc(OC)c(O)cc2Cl)CC1	-3%	u	u
Cc1ccccc1NC(=O)COc1ccc2c(c1)OC(C)(C)CC2=O	-2%	-23%	-18%
Cn1ncc(Cl)c1C(=O)Nc1nnc(C2CC2)s1	-2%	4%	-13%
c1ccc(-c2nc(N3CCNCC3)nc3ccccc23)cc1	-13%[0.501 µM]	u	u
CC(C)N1CC23C=CC(O2)C(C(=O)OCc2ccccc2)C3C1=O (centres undefined)	2%	-14%	-26%
Fc1ccc(-n2c(-c3ccc4c(c3)OCO4)n[nH]c2=S)cc1Cl	37%[activator]	-3%	4%
O=C(CSc1nc(=O)n(Cc2ccco2)c2c1CCC2)NCc1ccc(Cl)cc1	-2%	-22%	3%
O=S(c1cc(Cl)cc(Cl)c1O)c1cc(Cl)cc(Cl)c1O	u	u	-6%&-22%
Cc1cccc(NC(=O)NNC(=O)c2nn(C)cc2Br)c1	-7%	10%	22%
Oc1ccc(C(c2nnnn2C2CCCCC2)N2CCOCC2)cc1 (centres undefined)	-7%	-22%	15%
O=Cc1ccccc1-c1cn(CN2C(=O)c3ccccc3C2=O)nn1	-6%	4%&-1%	-1%&-10%
SMILES	KAT2A inh	DT40 TDP1 no CPT	TDP1 cell CPT
Cc1ccc(-c2c3c(=O)n(C)c(=O)n(C)c3cn2Cc2ccccc2)cc1	-8%	u	u
O=C(Cc1ccccc1)N1CCN=C1SCc1cccc([N+](=O)[O-])c1	-12%	4%	5%
Cc1ccc(C(=O)N(c2ccccn2)C(C)c2ccco2)cc1 (centres undefined)	-8%	u	-26%
CCOc1ccc(N(C(=O)CNC(=O)c2ccco2)C(C(=O)NC2CCCC2)c2ccncc2)cc1 (centres undefined)	-4%	-9%	10%
COc1ccc(C(=O)OCC(=O)Nc2c(C)n(C)n(-c3ccccc3)c2=O)cc1	0%	10%	3%
Cc1c(C#N)c2ccccc2n1C	2%	-21%	-13%
O=C(Cc1c[nH]c2ccccc12)NNC(=O)c1ccccc1	-20%	-18%	-9%
CCOc1ccc(S(=O)(=O)Nc2cc(NS(=O)(=O)c3ccc(OCC)cc3)cc(C(=O)O)c2)cc1	-27%	9%	17%
COc1ccc(NC(=O)CN(C)CC(=O)Nc2cccc(C(C)=O)c2)cc1	-3%	7%	-11%
COc1ccc(C)cc1CN1C(=O)c2ccccc2C1=O	8%	u	8%
C=CCOc1ccccc1/C=C/C(=O)O	u	-14%	-8%
COc1ccccc1N1CCN(CCN(C(=O)C2CCCCC2)c2ccccn2)CC1	1%&-16%	23µM*	u
O=C(COc1ccc(S(=O)(=O)NC2CCCCC2)cc1)N1CCN(c2ccc(F)cc2)CC1	-5%	21µM*	16µM*
O=C(NCCc1ccc(F)cc1)C(=O)NCC(c1ccc2c(c1)OCO2)N1CCOCC1 (centres undefined)	16%	-7%	-5%
CNC(=O)c1cc(S(=O)(=O)NC2CCCCCC2)ccc1C	-11%	-1%	u
Cc1ccc(C)c(N2CCN(C(=O)c3cccc(-n4c(C)nc5cccnc54)c3)CC2)c1	-2%	13µM*	7.3µM*
CCCS(=O)(=O)NC(=O)C1(C)CCCN(C(=O)c2cc(C(C)(C)C)nn2C)C1 (centres undefined)	x	-1%	-1%
Cc1ccc(-c2ccc(OC(=O)c3ccc(=O)[nH]c3)c(C)c2)cc1	-1%	-13%	-17%
CCN(CC)c1ccc(NC(=O)c2sc3nc4c(cc3c2N)CN(C)CC4)cc1	-3%	16µM*	u
CC(C)N(Cc1nc(-c2ccccc2)no1)C(=O)CN1C(=O)c2ccccc2C1=O	-1%	2%	1%
COc1ccc(/C=N/NC(=O)c2ccn[nH]2)cc1CN1CCOCC1	-6%	-22%	0%
COc1cc(NS(=O)(=O)c2ccc(F)cc2)c(OC)cc1NC(C)=O	3%	1%	-1%
CCN(Cc1ccc(OC)cc1)c1ccc(-c2nc(-c3ccncc3)no2)cc1[N+](=O)[O-]	-6%	u	u

Assay outcomes (PubChem)
